CHRM5 antagonist = blocks acetylcholine activation of human M5 receptor | CHO-hM5 cells, Fluo-8 calcium fluorescence, ACh EC80 | inhibition, % at 3 µM | 360,000 compounds, 0.59% hits;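 active means inhibition above a per-plate cutoff, the mean of that plate's test compounds plus 3 SD, cut at about 27% in these data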;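 further: 0% = acetylcholine EC80 with DMSO and 100% = DMSO without agonist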
CHRM4 agonist = CHRM4 agonism in calcium assay | P08173 | CHO-K1 hM4/Gqi5, Fluo-8 calcium fluorescence; vehicle 0%, full acetylcholine response 100% | activation, % at 3 µM | 360,000 compounds, 0.14% hits | AID 624127;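 active means activation above the run mean over all test wells plus 3 SD, cut at about 32% in these data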;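 further: peak over basal fluorescence ratio per well then scaled between controls; 0% = DMSO wells and 100% = acetylcholine at EC100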
Target sequence (P08173 whole entry, looked up): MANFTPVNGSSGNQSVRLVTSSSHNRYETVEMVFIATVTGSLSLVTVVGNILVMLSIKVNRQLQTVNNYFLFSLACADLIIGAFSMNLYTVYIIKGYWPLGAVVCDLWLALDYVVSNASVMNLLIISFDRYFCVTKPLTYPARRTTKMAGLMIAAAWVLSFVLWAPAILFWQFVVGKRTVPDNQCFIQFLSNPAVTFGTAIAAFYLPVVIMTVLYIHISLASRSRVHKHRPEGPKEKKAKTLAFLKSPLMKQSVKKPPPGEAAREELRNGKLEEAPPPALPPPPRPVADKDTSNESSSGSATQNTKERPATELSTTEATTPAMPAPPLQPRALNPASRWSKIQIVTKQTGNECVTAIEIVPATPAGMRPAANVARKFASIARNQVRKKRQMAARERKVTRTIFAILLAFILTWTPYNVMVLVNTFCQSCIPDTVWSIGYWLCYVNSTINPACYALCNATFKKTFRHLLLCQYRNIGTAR
M5 ag = CHRM5 agonism in calcium assay; P08912; CHO-K1 hM5 cells, Fluo-8 calcium fluorescence; 0% DMSO wells, 100% maximal acetylcholine response; activation, % at 3 µM; 360,000 compounds, 0.19% hits; AID 624037;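 active means activation above the run's mean over test compounds plus 3 SD, cut at about 23% in these data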;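 further: signal is peak over basal fluorescence ratio across the kinetic read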
M4 antag = blocks acetylcholine activation of human M4 receptor. P08173. CHO-hM4 cells, ACh EC80, Fluo-8 calcium fluorescence. inhibition, % at 3 µM. 360,000 compounds, 0.73% hits. AID 624125;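 active means inhibition above its plate's cutoff, the mean inhibition of sample wells plus 3 SD, cut at about 27% in these data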;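 further: 0% = acetylcholine EC80 with DMSO and 100% = DMSO without agonist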
CHRM1 PAM = positive allosteric modulators of human M1 muscarinic receptor; CHO-K1 hM1, Fluo-8 calcium fluorescence, ACh EC20; 0% = ACh EC20, 100% = maximal ACh; activation, % at 3 µM; 360,000 compounds, 0.088% hits; AID 588819; in the data active means activation above about 19%, passing the limit was not always enough
Target sequence (P11229 whole entry, looked up): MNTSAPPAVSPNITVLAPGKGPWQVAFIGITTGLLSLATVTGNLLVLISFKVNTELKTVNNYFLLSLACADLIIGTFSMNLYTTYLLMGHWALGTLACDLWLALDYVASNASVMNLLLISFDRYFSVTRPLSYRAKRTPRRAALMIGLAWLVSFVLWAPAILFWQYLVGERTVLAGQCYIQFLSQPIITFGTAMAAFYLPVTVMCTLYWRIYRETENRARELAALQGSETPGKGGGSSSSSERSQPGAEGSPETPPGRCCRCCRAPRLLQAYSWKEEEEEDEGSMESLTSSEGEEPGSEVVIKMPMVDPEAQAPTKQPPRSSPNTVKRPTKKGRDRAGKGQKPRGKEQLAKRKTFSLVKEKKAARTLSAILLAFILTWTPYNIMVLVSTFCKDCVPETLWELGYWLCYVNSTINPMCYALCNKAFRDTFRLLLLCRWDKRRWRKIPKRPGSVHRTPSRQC
CHRM1 antagonist = blocks human M1 muscarinic receptor | CHO-K1 hM1, Fluo-8 calcium fluorescence, ACh EC80 antagonist | inhibition, % at 3 µM | 360,000 compounds, 1.3% hits | AID 588852;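 active means percent inhibition above its own plate's cutoff, namely the mean of that plate's compound wells plus 3 SD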;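 further: peak over basal fluorescence ratio during 140 s after agonist addition; 0% = ACh EC80 plus DMSO and 100% = DMSO alone without agonist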
M4 PAM = potentiates acetylcholine response at human M4 receptor | CHO-K1 hM4/Gqi5, Fluo-8 calcium fluorescence, ACh EC20; 0% = ACh EC20, 100% = maximal ACh | P08173 | 360,000 compounds, 0.4% hits | activation, % at 3 µM | AID 624126;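 active means activation above its plate's cutoff, the mean activation of sample wells plus 3 SD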; further: some results filed as inactive read as strong as hits
CHRM5 PAM = CHRM5 positive allosteric modulation. activation, % at 3 µM. CHO-K1 hM5, Fluo-8 calcium, ACh EC20 PAM; 0% = ACh EC20, 100% = ACh EC100. AID 624038. 360,000 compounds, 0.3% hits;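 active means activation above the run cutoff, the mean activation of all test compounds plus 3 SD, cut at about 18% in these data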
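Assay system: CHO-K1 hM5 cells / Incubation: Fluo-8 loading 80 min at 37 °C plus 30 min room temperature / Technique: Fluo-8 calcium dye fluorescence, kinetic read / Repeats: single replicate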
CRFBP-R2 agonist = agonists of human CRF-binding protein/CRF-R2 receptor complex | HEK293 CRF-R2/CRF-BP, calcium dye fluorescence (FLIPR); percent of saturating CRF peptide response | activation, % at 13.2 µM | 350,000 compounds, 0.46% hits | AID 588473;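 active means activation of at least 50%, plus an integration ratio under a set limit after plate pattern correction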;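 further: plate controls were neutral control wells without compound for no effect and CRF at EC100 for full effect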
Active calls of the source: *; nt = not tested or not shown. The order is random. Share with any hit: about 2.8%.

molecule	CHRM5 antagonist	CHRM4 agonist	M5 ag	M4 antag	CHRM1 PAM	CHRM1 antagonist	M4 PAM	CHRM5 PAM	CRFBP-R2 agonist
Cc1cccc(-n2ncc(C(=O)NC3CCCC3)c2C2CCN(C(=O)OC(C)(C)C)CC2)c1	0	2	0	-10	18	-9	3	9	-2.7
c1ccc(-c2nnc(CN3CCCc4ccccc43)o2)cc1	3	1	-5	7	-4	-17	-13	2	28
Cc1c(Cl)cccc1NC(=O)CC1Oc2ccccc2NC1=O (centres undefined)	12	2	-2	3	-5	10	-5	-5	-0.7
O=C(NCc1nnc(SCC(=O)N2CCCCCC2)o1)c1ccc(F)cc1	-6	2	0	-14	13	-17	3	14	0.2
CCCCCCOC(=O)C(C#N)c1nc2ccccc2nc1N1CCCCC1 (centres undefined)	-3	0	1	2	7	-2	15	9	11
O=C(Nc1ccc(Cl)cc1)[C@@H]1[C@@H]2C(=O)N(c3ccc(Cl)cc3)C(=O)[C@@H]2[C@H]2C=CC=NN21	-1	0	1	0	12	-15	4	-2	-0.5
O=C(Cc1ccc(-n2c(=O)[nH]c3ccsc3c2=O)cc1)N1CCN(c2ccc(Cl)cc2)CC1	3	11	-2	-1	4	-4	-19	-14	0.6
CNC(=O)C[C@H]1C(=O)N(CCc2ccccc2)C[C@@H]1c1ccc(OC)cc1	-3	1	-3	-8	9	-19	1	0	-0.5
COCc1cc(N2CCOCC2)nc(SCc2ccc(Cl)cc2)n1	8	-1	0	0	5	-4	0	-6	-0.8
CCOC(=O)C1CCN(C(=O)C2CCCN2S(=O)(=O)c2ccc(Cl)cc2)CC1 (centres undefined)	-1	1	0	10	6	0	-6	0	-1.7
COC(=O)c1c(C)[nH]c(C(=O)OC(C)C(=O)N(C)C2CCCCC2)c1C (centres undefined)	2	1	1	-7	9	-12	10	0	-0.4
COc1ccc(/C(C)=N/NC(=O)CNC(=O)/C=C\c2ccccc2OC)c(OC)c1	-15	2	-3	-8	3	-9	-1	6	-0.9
O=S(=O)(c1ccc(NC(=S)NC2CCCC2)cc1)N1CCCC1	-5	13	3	-4	-15	10	-6	-9	-0.7
O=C(CN1CCCCCCC1)Nc1ccc(Cl)cc1Cl	-1	-1	-2	-2	-4	18	4	1	-3.1
CCOc1ccc(NC(=O)c2ccc(C#CC(C)(C)O)cc2)cc1	4	-1	3	3	5	-7	9	1	-0.8
NC(=O)CSCc1ccc(Br)cc1	1	2	0	-5	6	-11	2	-5	-1.7
CCn1cc(CN2CCC(n3nccc3NC(=O)c3ccc(OC)cc3)CC2)cn1	-1	1	-9	5	-5	8	-11	-3	1.4
C#CCN1C=CC(=O)[C@@H](OC(=O)NCCC)[C@H]1c1ccccc1Br	-9	0	3	-6	12	-12	1	4	0.6
O=C(CN1CCC(NC(=O)c2ccccc2Cl)CC1)NCc1ccccc1	0	1	0	6	8	-7	-3	0	-1.2
CCOC(=O)[C@]12CCC=C1N(Cc1cccc3ccccc13)C(=O)[C@H](CC(=O)N1CCOCC1)C2	1	-1	-4	-2	nt	nt	6	-4	nt
Cc1ccc(OCC(=O)Nc2ccc(F)cc2)cc1	-4	0	1	8	11	-13	11	5	-0.8
CN(C)c1ccc(C(=O)Nc2cccc(S(=O)(=O)N3CCCC3)c2)cc1	5	2	-7	4	-25	46*	-3	-7	0.1
COC(=O)C(Cc1c[nH]c2ccccc12)NC(=O)c1cccc(S(=O)(=O)N2CCCCC2)c1 (centres undefined)	5	6	2	1	4	-6	1	-3	-2.2
COc1ccc2oc3cc(C)[n+]([O-])c(-c4ccc(C)cc4)c3c2c1	-4	1	1	-2	17	-16	2	0	0.0
C[C@@H]1CCCCCCCCC(=O)OCCN(C(=O)OC(C)(C)C)[C@H](C)CCCCCCCCC(=O)OCCN1C(=O)OC(C)(C)C	-1	1	7	-5	2	2	9	11	2.3

Reformatted as labelled records: entries from further up
CCCCCCOC(=O)C(C#N)c1nc2ccccc2nc1N1CCCCC1 (centres undefined)
  CHRM5 antagonist: -3; CHRM4 agonist: 0; M5 ag: 1; M4 antag: 2; CHRM1 PAM: 7; CHRM1 antagonist: -2; M4 PAM: 15; CHRM5 PAM: 9; CRFBP-R2 agonist: 11
O=C(CN1CCCCCCC1)Nc1ccc(Cl)cc1Cl
  CHRM5 antagonist: -1; CHRM4 agonist: -1; M5 ag: -2; M4 antag: -2; CHRM1 PAM: -4; CHRM1 antagonist: 18; M4 PAM: 4; CHRM5 PAM: 1; CRFBP-R2 agonist: -3.1
CCn1cc(CN2CCC(n3nccc3NC(=O)c3ccc(OC)cc3)CC2)cn1
  CHRM5 antagonist: -1; CHRM4 agonist: 1; M5 ag: -9; M4 antag: 5; CHRM1 PAM: -5; CHRM1 antagonist: 8; M4 PAM: -11; CHRM5 PAM: -3; CRFBP-R2 agonist: 1.4

(next part)
molecule	CHRM5 antagonist	CHRM4 agonist	M5 ag	M4 antag	CHRM1 PAM	CHRM1 antagonist	M4 PAM	CHRM5 PAM	CRFBP-R2 agonist
Cn1nnnc1SCC(=O)Nc1cccc(S(=O)(=O)N2CCCC2)c1	0	1	-1	8	9	-11	3	1	-1.2
CCOc1nc(S(=O)(=O)c2ccc(C)cc2)c(Cl)s1	0	-1	-8	-10	-3	6	4	-3	2.8
COc1ccc(-c2nnnn2CCc2ccccc2)cc1	-2	0	-4	0	4	-8	6	2	-1.9
CCOC(=O)c1sc(C(=O)OCC)c(OCCO)c1OCCO	0	0	1	11	9	-4	4	3	-0.8
O=S(=O)(N=C1C=CC(=NS(=O)(=O)c2ccccc2)c2ccccc21)c1ccccc1	12	2	8	5	10	-13	4	-8	-3.8
CN(Cc1cnn(Cc2ccccc2)c1)C(=O)CN=C1NS(=O)(=O)c2ccccc21	4	1	1	-6	4	1	12	-12	1.0
O=c1[nH]cnc2c1C(c1ccccc1)c1c(nc[nH]c1=O)O2	-8	2	2	5	15	-15	5	14	0.8
Cc1ccc(S(=O)(=O)N(C)c2ccc(C(=O)Nc3cccc(C)n3)cc2)cc1	15	14	-2	1	-8	10	-11	-9	0.6
COc1ccc2nc(Cl)c(/C=N/Nc3ccccn3)cc2c1	-5	1	2	-5	17	-15	19	11	-3.0
CCOC(=O)N1CCN(C(=O)c2ccc3c(=O)n(CC4CCCO4)c(=S)[nH]c3c2)CC1 (centres undefined)	2	0	-10	0	5	-4	-4	9	-3.3
O=C(Nc1ccc2nc3n(c(=O)c2c1)CCCC3)c1cncc(Br)c1	-2	5	6	-7	8	-7	-2	-1	-0.2
COC(=O)c1cc2ccccc2c(=O)s1	3	0	-2	10	6	-1	-2	-4	-0.2
C=CCn1c(-c2ccc(Cl)cc2)c[nH]c1=S	3	4	-5	1	9	-11	0	11	0.0
CCOC(=O)C1(CCCc2ccccc2)CCN(C(=O)COC)CC1	7	0	-1	1	9	-10	-1	5	1.0
CCC(CC)c1nnc(NC(=O)CSCc2c(C)noc2C)s1	6	0	1	3	5	-9	-3	-3	2.8
Cc1ccc(S(=O)ONc2cccc(NOS(=O)c3ccc(C)cc3)c2)cc1 (centres undefined)	4	4	2	-3	-3	0	-8	-5	-0.4
O=C(CCc1ccccc1)n1nc(-c2ccco2)nc1SCc1ccccc1	0	2	0	-7	11	-20	11	0	5.5
Cc1ccsc1C1C2=C(CCCC2=O)Nc2ncnn21 (centres undefined)	3	0	-1	12	-10	9	-8	-4	1.3
CCCNC(=O)CN1C(=O)NC(c2ccccc2)(c2ccccc2)C1=O	-13	3	0	-8	14	-6	11	14	-0.4
CCCC12CN3CCN(CC(C3)/C1=N\NC(=O)c1ccc(C(C)(C)C)cc1)C2	-4	1	0	-9	0	-12	6	1	-0.8
C#CC1(NC(=S)Nc2cccc(OC)c2)CCCCC1	1	0	2	-2	0	-11	1	-2	-3.1
CC(=O)c1sc(NC(=O)COc2ccc([N+](=O)[O-])cc2)nc1C	-1	0	0	2	-8	3	-1	-2	-0.4
CC(=O)c1cc(-c2ccccc2)n(CC(=O)Nc2cccc(C)c2C)c1C	2	1	0	2	-1	-2	1	-4	-2.4
Cc1ccc(OCCOC(=O)CCc2nc3ccccc3c(=O)[nH]2)cc1	5	2	-1	-5	0	2	3	-3	1.5
O=C1CCCc2nn(-c3ccccc3)c(-c3ccncc3)c21	0	0	1	3	5	-4	-4	-6	1.1

(listing goes on)
Molecule	CHRM5 antagonist	CHRM4 agonist	M5 ag	M4 antag	CHRM1 PAM	CHRM1 antagonist	M4 PAM	CHRM5 PAM	CRFBP-R2 agonist
CCOC(=O)c1sc2ncn(CC(=O)Nc3cc(C)on3)c(=O)c2c1C	12	0	2	-6	9	-12	3	-11	-0.1
CCCCn1c(SCc2nc3ccccc3s2)nc2cc(S(N)(=O)=O)ccc21	16	5	-1	14	-5	23	-18	-14	-0.6
Cc1nnc(SCC(=O)Nc2nc3c(s2)CC(C)CC3)s1 (centres undefined)	2	6	6	3	8	-7	-1	-7	0.1
Clc1ccc(CN(Cc2ccc(Cl)cc2)c2nn[nH]n2)cc1	-2	1	-4	5	8	-5	10	-4	0.3
Cc1ccc(S(=O)(=O)N2CCCN(C)CC2)cc1	3	1	-9	-3	7	-11	4	-3	-0.4
CC(=O)N1CCN(S(=O)(=O)c2cccc(C(=O)NNC(=O)COc3c(C)cccc3C)c2)CC1	12	1	3	-5	10	-15	0	-1	-0.6
COc1cc2nc(CN(CCC(C)C)Cc3nc4cc(OC)c(OC)cc4c(=O)[nH]3)[nH]c(=O)c2cc1OC	-6	1	0	-6	5	-30	10	-4	0.8
O=C(NCc1nnnn1-c1ccc(Cl)cc1)C(=O)c1c[nH]c2ccccc12	15	15	8	-3	-2	2	-4	-7	-0.1
COc1cc(/C=N/NC(=O)c2ccncc2)ccc1OCC(=O)Nc1cccc([N+](=O)[O-])c1	14	3	0	-18	17	-4	1	-5	-1.2

Single records, as listed above. Order of screens: CHRM5 antagonist, CHRM4 agonist, M5 ag, M4 antag, CHRM1 PAM, CHRM1 antagonist, M4 PAM, CHRM5 PAM, CRFBP-R2 agonist
COc1cc2nc(CN(CCC(C)C)Cc3nc4cc(OC)c(OC)cc4c(=O)[nH]3)[nH]c(=O)c2cc1OC is entered as -6, 1, 0, -6, 5, -30, 10, -4, 0.8
COc1cc(/C=N/NC(=O)c2ccncc2)ccc1OCC(=O)Nc1cccc([N+](=O)[O-])c1 is entered as 14, 3, 0, -18, 17, -4, 1, -5, -1.2

Screening results from PubChem BioAssay.
